# Compound activity from PubChem.
# TRHR agonist: agonists of human TRH receptor; 360,000 compounds, 0.18% hits; TRHR cells, calcium flux fluo-8, FDSS agonist mode; activation, % at 2 µM; P34981; note: 0% is about no effect
#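 TRHR-expressing cells loaded with fluo-8 calcium dye; 23 nL library compound pin-transferred, kinetic FDSS fluorescence (Ex 480/Em 530) recorded about 180 s for agonist-induced calcium release, before a 10 nM TRH EC20 addition for potentiator mode.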
# D2 ag: activates the human D2 dopamine receptor | P14416 | HEK293 T-REx D2 cells, calcium flux agonist mode | activation, % at 2 µM | 340,000 compounds, 0.53% hits;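 active = activation over 3 SD above normal in the single-dose calcium agonist read, cut at about 30% in these data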; note: 0% is about no effect
# Target sequence (P14416 whole entry, looked up): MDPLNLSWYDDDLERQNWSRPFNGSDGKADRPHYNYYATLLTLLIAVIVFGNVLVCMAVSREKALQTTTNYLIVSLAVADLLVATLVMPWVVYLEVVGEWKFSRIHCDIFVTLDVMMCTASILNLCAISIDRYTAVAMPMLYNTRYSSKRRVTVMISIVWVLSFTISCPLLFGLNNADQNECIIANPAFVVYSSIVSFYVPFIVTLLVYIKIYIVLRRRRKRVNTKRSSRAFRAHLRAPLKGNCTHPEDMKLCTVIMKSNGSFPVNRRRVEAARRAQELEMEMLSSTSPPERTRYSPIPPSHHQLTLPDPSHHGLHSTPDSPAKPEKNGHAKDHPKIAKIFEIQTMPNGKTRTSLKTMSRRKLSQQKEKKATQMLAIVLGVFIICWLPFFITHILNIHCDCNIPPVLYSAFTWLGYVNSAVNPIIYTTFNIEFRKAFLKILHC
#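 HEK293 Trex D2 cells, tetracycline-induced, o/n 30 C 5% CO2; no-wash Ca dye, RT 30–90 min; 10-cycle baseline, 23 nl cpd added, kinetic Ca read 180 s; agonist hits = positive Ca response.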
# D1 PAM: enhances dopamine response at the human D1 receptor. P21728. HEK293 TREx D1 cells, calcium flux, dopamine EC20 potentiation. potentiation, % at 10 µM. 360,000 compounds, 0.036% hits. AID 504651; in the data active = potentiation above about 30%; note: 0% is about no effect
# Target sequence (P21728 whole entry, looked up): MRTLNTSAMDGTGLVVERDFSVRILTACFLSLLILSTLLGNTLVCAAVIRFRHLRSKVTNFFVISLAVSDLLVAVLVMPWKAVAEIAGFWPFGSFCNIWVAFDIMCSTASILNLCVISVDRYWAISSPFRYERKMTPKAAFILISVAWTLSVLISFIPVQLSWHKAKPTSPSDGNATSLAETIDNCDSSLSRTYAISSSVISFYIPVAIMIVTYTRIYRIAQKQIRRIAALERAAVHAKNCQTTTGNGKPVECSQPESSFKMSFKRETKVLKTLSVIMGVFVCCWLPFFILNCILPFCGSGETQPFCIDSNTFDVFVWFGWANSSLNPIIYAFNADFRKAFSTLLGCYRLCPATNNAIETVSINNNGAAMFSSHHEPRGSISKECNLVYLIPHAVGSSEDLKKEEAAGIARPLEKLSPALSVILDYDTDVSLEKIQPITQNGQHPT
# D1 ag: agonists of human D1 dopamine receptor; P21728; HEK293 T-REx D1 cells, calcium flux, agonist mode; activation, % at 2 µM; 360,000 compounds, 1% hits; note: 0% is about no effect
#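 Inducible HEK293 T-REx D1 cells, force-coupled to calcium signalling, were plated at 4000 cells/well with tetracycline and held overnight at 30 C. After no-wash calcium dye loading, compound-evoked calcium rise over 180 s flagged agonists.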
# D2 potentiator: D2 dopamine receptor (human) potentiation; P14416; HEK293 T-REx D2, calcium flux, EC20 dopamine potentiation; potentiation, % at 10 µM; 340,000 compounds, 0.34% hits; AID 485347;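 active = potentiation over 3 SD above the plate norm, cut at about 30% in these data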; note: 0% is about no effect
#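 Using a no-wash calcium dye in inducible, force-coupled HEK293 Trex cells expressing D2, we tracked fluorescence each second for 180 s after compound, then for 180 s after EC20 dopamine to detect augmented signalling.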
# RXFP1 antagonist: antagonists of human relaxin receptor RXFP1 | AID 1259400 | 350,000 compounds, 0.59% hits | HEK293-RXFP1, relaxin-stimulated cAMP HTRF, 30 min; active compounds read low | activity change, negative = inhibition, % at 57.5 µM;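 active = activity change of -60% or lower, but not beyond a set lower limit; inconclusive = change between -60% and -40%, or beyond the set limit; inactive = change above -40%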; note: % is set by controls: 0 for no effect and ±100 for the full control effect
# TRHR enhancer: allosterically enhances the human TRH receptor; TRHR cells, fluo-8 calcium fluorescence, EC20 TRH enhancement; P34981; 360,000 compounds, 0.66% hits; enhancement, % at 2 µM; in the data active = enhancement above about 30%; note: 0% is about no effect
#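 TRHR-expressing cells loaded with fluo-8 calcium dye were read kinetically (ex 480/em 530) during compound addition, then stimulated with an EC20 of TRH (10 nM final). Enhancement of the Gq-mediated intracellular calcium response was scored.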
# D1 antag: human D1 dopamine receptor antagonism; P21728; HEK293 TREx D1 cells, calcium flux, dopamine EC80; active compounds read low; activity change, negative = inhibition, % at 10 µM; 360,000 compounds, 3.2% hits; AID 504652; in the data active = activity change below about -30%; note: % is set by controls: 0 for no effect and ±100 for the full control effect
#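 Tetracycline-induced HEK293 T-REx cells with force-coupled D1 receptor were loaded with a no-wash calcium dye. Compound was added after a 10 s baseline and read kinetically for 180 s; EC80 dopamine was then added and calcium flux followed another 180 s.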
# D2 antag: D2 dopamine receptor (human) antagonism; HEK293 TREx D2 cells, calcium flux, dopamine EC80; P14416; 340,000 compounds, 2% hits; inhibition, % at 10 µM; in the data active = inhibition above about 30%; note: 0% is about no effect
#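 Overnight-induced (tetracycline, 30 C) HEK293 T-REx cells carrying force-coupled D2 receive a no-wash calcium dye, then compound, then EC80 dopamine at 180 s; signals are read kinetically throughout.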
# * marks the source's active call; other numbers are inactive results; ? = inconclusive; . = no result given. Cut-off read from the data, not from the text of the source, unless noted: active = activation above about 30%; inactive = the rest.
No.	structure	TRHR agonist	D2 ag	D1 PAM	D1 ag	D2 potentiator	RXFP1 antagonist	TRHR enhancer	D1 antag	D2 antag
1	COc1cc(OCC(=O)NC(C)C)cc2c1C(=O)O[C@@H](C)CCCC(=O)CCCCC2	-0.3	0.7	-1.1	-0.3	-0.7	-0.7	-3.6	0.4	-14.8
2	CCc1ccccc1NC(=O)CSc1nnc([C@@H](NC(=O)OC(C)(C)C)C(C)C)o1	0.0	-0.2	-1.4	1.8	7.5	-2.8	-2.0	-10.7	-6.0
3	CCOc1ccc(C2C(C#N)=C(N)N(N(C)C)C3=C2C(=O)CC(C)(C)C3)cc1 (stereo unspecified)	-0.5	0.6	-5.3	2.4	12.1	3.0	1.1	3.0	-3.5
4	Cc1cc(C)c(NC(=O)C(C)n2nc(C)c3sc4ccccc4c3c2=O)c(C)c1 (stereo unspecified)	0.6	0.1	-3.2	-0.1	-1.8	-11.9	-2.4	-22.7	.
5	C[C@H](NC(=O)c1nc[nH]c1C(=O)NCc1ccc(CNC(=O)OC(C)(C)C)cc1)C(=O)OC(C)(C)C	-0.5	0.3	0.2	17.2	10.7	.	-2.2	-12.9	-4.2
6	CCOC(=O)/C(=C\c1ccccc1)NC(=O)c1ccccc1	-0.9	.	0.3	2.9	.	4.0	-0.8	-16.5	.
7	COc1ccc2c(c1)CC(C(=O)NCCN1CCN(c3cccc(C)c3C)CC1)CO2 (stereo unspecified)	-0.1	.	-4.2	12.4	-22.8	0.2	-4.3	-13.9	.
8	Cc1ccc(C(=O)NC(=S)NNC(=O)c2ccccc2)cc1	30.6*	28.0	-5.2	200.0*	-14.6	5.7	-3.2	-41.8*	-15.8
9	C=CCNC(=O)CN1C(=O)c2cccc3cccc1c23	0.9	0.5	11.3	2.4	7.5	.	1.2	-3.1	-6.5
10	O=C(Cn1cc(SCc2ccc(C(F)(F)F)cc2)c2ccccc21)N1CCCCCC1	1.2	0.6	-2.2	6.0	-4.8	?	-5.9	-3.6	.
11	O=C(O)Cc1c(-c2ccccc2)c2cc(Cl)ccc2[nH]c1=O	1.5	0.1	-0.7	1.4	-1.0	2.6	1.4	-3.2	-8.4
12	COCCSc1ncnc2c1oc1nc3c(cc12)COC(C)(C)C3	-0.7	0.8	-2.2	1.0	3.6	-3.7	-7.5	-3.9	9.8
13	COc1cccc(NC(=O)c2ccccc2-c2ccccc2)c1	0.7	-0.8	-3.1	-0.4	7.4	-6.2	-3.8	10.4	-10.7
14	O=C(COC(=O)c1cccc(S(=O)(=O)N2CCc3ccccc32)c1)Nc1ncc(Cl)cc1Cl	0.3	0.9	-4.7	3.1	-0.9	-6.5	0.0	1.7	-4.6
15	Cc1cc(CN(C)C(=O)c2ccc3nc(Cc4ccccc4F)oc3c2)on1	-0.6	-0.4	-7.0	5.1	12.6	14.2	0.0	1.6	-8.4

# (listing goes on)
No.	structure	TRHR agonist	D2 ag	D1 PAM	D1 ag	D2 potentiator	RXFP1 antagonist	TRHR enhancer	D1 antag	D2 antag
16	O=C(Nc1ccncc1)c1c(Cl)cccc1Cl	-0.4	.	-1.8	-0.1	.	6.5	1.8	7.9	-5.1
17	Cc1nc2ccn(Cc3ccco3)c(=O)c2cc1C(=O)Nc1ccc(F)cc1	-0.4	1.0	-7.7	0.0	9.5	1.7	1.7	1.3	.
18	CC(=O)N1CCN(S(=O)(=O)c2cccc(C(=O)N(Cc3ccccc3)c3cccc(C)c3)c2)CC1	0.1	-0.5	3.0	2.6	2.3	-13.7	-1.6	-2.4	1.1
19	COc1ccc(C(=O)NC(C)c2nnc(SCC(=O)Nc3nc(C)cs3)n2C)cc1 (stereo unspecified)	-0.7	-1.2	-0.9	1.5	1.4	5.0	-0.4	-0.2	-14.2
20	OC(CSc1c(Cl)cccc1Cl)CN1CCN(c2ccccc2F)CC1 (stereo unspecified)	-0.1	67.6*	-4.4	6.9	-25.4	-2.6	-5.8	14.9	65.3*
21	COc1ccc(N2C(=O)c3ccc(C(=O)Nc4cc(OC)ccc4OC)cc3C2=O)cc1	0.6	0.2	-1.9	3.3	2.4	-6.0	7.6	-6.3	-13.2
22	Cc1ccc(-n2c(-c3nn(C)c(C)c3Cl)n[nH]c2=S)cc1	-0.3	0.8	2.0	3.3	5.2	2.3	26.4	-2.5	-8.9
23	COC(=O)/C(=N/Nc1ccccc1OC)N1CCCc2ccccc21	-0.4	-0.1	4.6	19.9	12.0	.	4.3	-9.4	2.8
24	COP(=O)(OC)C(Nc1cc(Cl)cc(Cl)c1)c1cccc(O)c1 (stereo unspecified)	0.3	-0.1	4.1	3.6	1.7	1.3	2.5	-9.7	-1.6
25	Cc1cccc(CSc2nnnn2-c2ccccc2)c1	1.2	0.1	-1.6	7.5	-11.4	-2.1	-3.2	-4.8	-1.0
26	Cc1nc(CS(=O)(=O)c2ccccn2)sc1C(=O)NNC(=O)c1c(F)cccc1Cl	0.2	0.6	-3.4	4.0	-10.1	0.5	-8.7	-6.1	3.5
27	CCC(=O)Oc1ccc(C(=O)Nc2cccc(C(=O)NC(C)(C)C)c2)cc1	1.1	-0.1	0.4	4.3	1.9	-12.7	-3.9	11.5	1.1
28	O=C(NCC(=O)N1CCCC1)c1ccccc1F	0.1	1.7	-1.1	0.4	8.9	-2.6	6.2	-20.5	-1.1
29	Cc1ccc(C)c(Nc2nc(-c3ccccc3)c3cc(Br)ccc3n2)c1	1.0	-0.9	2.8	5.0	-3.0	-11.1	-6.3	5.1	.
30	COCCCNC(=S)NCCNc1nc2cc(C)cc(C)c2cc1C#N	-2.4	-2.5	-2.0	0.7	-3.8	-15.9	-3.4	-21.3	-1.9

# Additional structures follow.
No.	structure	TRHR agonist	D2 ag	D1 PAM	D1 ag	D2 potentiator	RXFP1 antagonist	TRHR enhancer	D1 antag	D2 antag
31	O=C1C=CC2C(c3ccc4c(c3)OCO4)CC1N2Cc1ccccc1 (stereo unspecified)	0.5	1.7	-4.5	0.8	0.1	-4.0	5.1	11.9	3.3
32	CCOc1cc(/C=N/NC(N)=O)cc(Br)c1OCc1ccccc1F	-0.5	-1.5	-2.9	-0.5	6.0	-11.1	-0.4	-9.5	-6.0
33	Cn1c(=O)cc(OCCCC(=O)Nc2cccnc2)c2ccccc21	-0.3	-0.7	0.1	0.8	-2.7	-16.1	-2.6	4.9	6.4
34	O=C(NCc1ccc2c(c1)OCO2)C1CCN(S(=O)(=O)N2CCOCC2)CC1	0.7	0.5	-10.8	1.0	8.1	-10.8	12.3	-13.4	16.5
35	NC(=O)c1cc(-c2ccccc2)nc(N2CCOCC2)n1	0.4	0.8	-2.9	1.1	-5.6	1.4	-1.5	-3.8	-7.1
36	O=C1CSC(=O)N1CCOCCN1C(=O)CSC1=O	0.5	-2.3	3.7	5.4	8.3	-1.0	-9.4	0.3	3.8
37	O=C(/C=C1\C(=O)Nc2ccccc21)/C=C1\C(=O)Nc2ccccc21	1.5	2.1	2.5	2.4	13.1	-24.0	3.5	21.5	-20.5
38	Cc1cccn2c(=O)c3cc(C(=O)NCc4ccccc4)c(=N)n(CCOCCO)c3nc12	-1.0	0.3	-1.8	-2.1	9.4	.	-1.6	-4.5	.
39	O=C(Nc1ccc(F)cc1)Oc1ccc[nH]c1=O	1.9	.	-1.1	15.9	9.1	13.9	-6.5	-4.5	.
40	Cc1cc(C)c2cc(C(=O)N3CCC(Cc4ccccc4)CC3)[nH]c2c1	-0.3	0.0	7.8	2.3	-7.9	-33.2	-0.9	0.6	1.5
41	Cn1c(=O)sc2cc(NS(=O)(=O)c3ccc(C(C)(C)C)cc3)ccc21	0.2	-1.1	-2.4	0.5	10.6	-12.3	1.0	6.1	.
42	CCc1ccccc1NC(=O)C(C#N)Cc1cccnc1 (stereo unspecified)	-0.6	-0.1	-6.5	-1.5	-0.8	9.0	0.1	-0.3	10.2
43	CC(=Nc1ccc(C)cc1)c1sc2ccccc2c1O	18.9	7.7	-8.2	61.0*	-9.8	-12.4	-5.8	-22.0	19.0
44	Cc1cc(C(=O)Nc2ccc3c(c2)OCCO3)co1	-0.3	-0.5	-0.1	-0.4	2.8	9.5	5.1	0.7	10.5
45	Cc1[nH]c2ccccc2c1/C=N/NC(=O)CNC(=O)COc1ccccc1	-0.3	-0.5	-3.2	3.4	.	0.3	1.1	-5.9	-2.7

# (continued)
No.	structure	TRHR agonist	D2 ag	D1 PAM	D1 ag	D2 potentiator	RXFP1 antagonist	TRHR enhancer	D1 antag	D2 antag
46	O=C(c1ccc(C(F)(F)F)cc1)N1CCN(S(=O)(=O)c2ccc3c(c2)OCCCO3)CC1	-0.5	-0.7	-3.9	3.2	0.1	-6.6	-10.3	4.6	-6.9
47	COCCCNC(=O)CC(c1cc(OC)c(OC)c(OC)c1)N1Cc2ccccc2C1=O (stereo unspecified)	0.0	0.8	-0.9	-1.4	7.4	.	5.7	6.1	.
48	O=C(CSc1nc2ccccc2c(=O)n1-c1ccccc1)NCC1CCCO1 (stereo unspecified)	-1.7	-2.6	-2.8	0.7	11.9	-3.0	6.3	8.7	-10.8
49	O=C(NCc1cccnc1)c1cc(S(=O)(=O)N2CCCC2)c(Cl)cc1Cl	-0.5	.	1.1	0.6	.	-1.5	1.5	1.0	.
50	CCC(=O)Nc1nc(C)c(C(=O)N2CCCCC2)s1	0.0	1.3	0.4	1.3	-15.0	1.0	-0.2	14.5	-9.8

# 8 entries already listed, arranged by length of the SMILES, largest number first:
No.	structure	TRHR agonist	D2 ag	D1 PAM	D1 ag	D2 potentiator	RXFP1 antagonist	TRHR enhancer	D1 antag	D2 antag
46	O=C(c1ccc(C(F)(F)F)cc1)N1CCN(S(=O)(=O)c2ccc3c(c2)OCCCO3)CC1	-0.5	-0.7	-3.9	3.2	0.1	-6.6	-10.3	4.6	-6.9
41	Cn1c(=O)sc2cc(NS(=O)(=O)c3ccc(C(C)(C)C)cc3)ccc21	0.2	-1.1	-2.4	0.5	10.6	-12.3	1.0	6.1	.
49	O=C(NCc1cccnc1)c1cc(S(=O)(=O)N2CCCC2)c(Cl)cc1Cl	-0.5	.	1.1	0.6	.	-1.5	1.5	1.0	.
45	Cc1[nH]c2ccccc2c1/C=N/NC(=O)CNC(=O)COc1ccccc1	-0.3	-0.5	-3.2	3.4	.	0.3	1.1	-5.9	-2.7
48	O=C(CSc1nc2ccccc2c(=O)n1-c1ccccc1)NCC1CCCO1 (stereo unspecified)	-1.7	-2.6	-2.8	0.7	11.9	-3.0	6.3	8.7	-10.8
50	CCC(=O)Nc1nc(C)c(C(=O)N2CCCCC2)s1	0.0	1.3	0.4	1.3	-15.0	1.0	-0.2	14.5	-9.8
44	Cc1cc(C(=O)Nc2ccc3c(c2)OCCO3)co1	-0.3	-0.5	-0.1	-0.4	2.8	9.5	5.1	0.7	10.5
42	CCc1ccccc1NC(=O)C(C#N)Cc1cccnc1 (stereo unspecified)	-0.6	-0.1	-6.5	-1.5	-0.8	9.0	0.1	-0.3	10.2
